High-throughput results (PubChem)
PAFAH2 FP inh: PAFAH2 enzyme inhibitors, primary screen, biochemical, fluorescence polarization, human | actives 0.99% (n = 340,000) | inhibition, % at 3.39 µM | recombinant PAFAH2, FP-rhodamine activity probe | AID 492956, 2010 | Platelet-activating factor acetylhydrolase 2, cytoplasmic (Homo sapiens), Q99487;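 active = inhibition above the mean over all tested compounds plus 3 SD, cut at about 30% in these data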;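 also: inhibitors block probe labeling of enzyme so polarization drops; 0% = enzyme with DMSO and 100% = wells lacking PAFAH2 protein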
core dimer inh: inhibitors of HCV core protein dimerization, primary screen, biochemical, TR-FRET, high-throughput; TR-FRET GST/Flag-core106 dimerization, 1536-well; inhibition, % at 5 µM; actives 0.33% (n = 300,000); AID 1899, 2009;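 active = inhibition above the mean of all tested compounds plus 3 SD, set per screening campaign, cut at about 45% in these data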
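Assay system: tagged HCV core106 pair (GST and Flag); medium: KF-containing HEPES buffer, pH 7.45, DTT, CHAPS, BSA; also added: Eu donor and XL665 acceptor anti-tag antibodies; dosing: 5 µM single dose; timing: compound-protein-antibody incubation 4 h at 22.5 °C; signal: TR-FRET 671 and 617 nm emission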
PP1 counter: PP1-alpha phosphatase inhibitors, primary screen, counter-screen for PP5 inhibitor project, biochemical, fluorescence, OMFP substrate, single point. inhibition, % at 6.7 µM. Serine/threonine-protein phosphatase PP1-alpha catalytic subunit (Homo sapiens), P62136. purified PP1alpha. actives 0.9% (n = 320,000);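 active = inhibition above the mean inhibition of all tested compounds plus 3 SD, computed separately for each screening campaign, cut at about 15% in these data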
Target sequence (P62136 whole entry, looked up): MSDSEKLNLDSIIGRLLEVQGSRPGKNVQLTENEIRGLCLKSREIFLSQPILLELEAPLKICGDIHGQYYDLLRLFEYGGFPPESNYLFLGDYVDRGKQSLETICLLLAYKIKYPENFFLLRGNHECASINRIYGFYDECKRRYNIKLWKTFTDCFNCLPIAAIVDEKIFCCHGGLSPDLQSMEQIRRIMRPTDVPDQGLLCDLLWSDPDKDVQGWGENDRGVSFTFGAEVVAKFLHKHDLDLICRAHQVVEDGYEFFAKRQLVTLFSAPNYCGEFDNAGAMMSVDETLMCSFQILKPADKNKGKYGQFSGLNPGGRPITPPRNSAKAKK
proCasp7 act: procaspase-7 activators, primary screen, counter-screen for procaspase-3 activator project, biochemical, absorbance, HTS, human; recombinant procaspase-7, Ac-DEVD-pNA absorbance 405 nm; D23A/D198A/D206A triple mutant, cannot self-cleave; scale: DMSO 0, 5 µM enzyme 100; activation, % at 8.5 µM; actives 0.093% (n = 330,000);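 active = percent activation above the screen-wide mean plus 3 SD, cut at about 25% in these data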
Target sequence (P55210 whole entry D23A/D198A/D206A): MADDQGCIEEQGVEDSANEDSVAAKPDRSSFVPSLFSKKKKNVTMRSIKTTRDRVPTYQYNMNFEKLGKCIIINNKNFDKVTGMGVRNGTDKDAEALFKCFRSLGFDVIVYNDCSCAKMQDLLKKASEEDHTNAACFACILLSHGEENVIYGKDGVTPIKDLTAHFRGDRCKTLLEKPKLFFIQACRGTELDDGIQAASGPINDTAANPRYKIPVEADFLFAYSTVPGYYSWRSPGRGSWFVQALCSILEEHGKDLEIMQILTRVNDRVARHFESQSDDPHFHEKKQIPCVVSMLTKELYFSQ
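Test system: Procaspase-7 triple mutant (PC-7 D3A). Also added: Ac-DEVD-pNA substrate, 400 µM as added. Schedule: 1 h enzyme–compound preincubation and 2 h substrate reaction, both 25 °C. Signal: p-Nitroaniline absorbance at 405 nm, read at 0 and 120 min. Control set: low DMSO alone, high DMSO plus 5 µM PC-7.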
Fh CTSL1 inh: Fasciola hepatica cathepsin L1 inhibitors, primary screen, counter-screen for PFM18AAP inhibitor project, biochemical, QFRET, fluorogenic peptide substrate; inhibition, % at 5.96 µM; AID 1906, 2009; recombinant F. hepatica cathepsin L1, Z-Leu-Arg-MCA fluorescence; actives 0.49% (n = 300,000);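 active = inhibition above the mean of all tested compounds plus 3 SD, set per screening campaign, cut at about 17% in these data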;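 also: 0% = plate median of test compound wells and 100% = 1 µM Z-Phe-Ala-diazomethylketone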
PP5 primary: PP5 phosphatase inhibitors, primary screen, biochemical, fluorescence. Serine/threonine-protein phosphatase 5 (Homo sapiens), P53041. purified PP5c, OMFP substrate fluorescence. inhibition, % at 6.7 µM. actives 0.18% (n = 320,000). AID 1987, 2009;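 active = inhibition above the campaign's mean inhibition across all tested compounds plus 3 SD, cut at about 9.5% in these data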;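 also: 0% = DMSO only and 100% = 100 µM cantharidin control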
AHR activator: AHR activators, primary screen, cell-based, luminescence, luciferase reporter, human; actives 2.5% (n = 320,000); activation, % at 5 µM; AHR-responsive luciferase reporter cells; AID 2796, 2010; in the data active = activation above about 47%;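 also: 0% = vehicle wells and 100% = reference agonist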
procasp3 activ: activators of human procaspase-3 D3A mutant, primary screen, biochemical, absorbance, PC-3 D3A mutant, single concentration; actives 0.11% (n = 330,000); activation, % at 8.5 µM; recombinant procaspase-3 D3A, Ac-DEVD-pNA absorbance 405 nm; AID 463141, 2010;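 active = activation above the mean of all tested compounds plus 3 SD, cut at about 21% in these data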;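 also: 0% = DMSO alone and 100% = DMSO wells spiked with extra 5 µM PC-3 D3A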
Target sequence (P42574 whole entry D9A/D28A/D175A): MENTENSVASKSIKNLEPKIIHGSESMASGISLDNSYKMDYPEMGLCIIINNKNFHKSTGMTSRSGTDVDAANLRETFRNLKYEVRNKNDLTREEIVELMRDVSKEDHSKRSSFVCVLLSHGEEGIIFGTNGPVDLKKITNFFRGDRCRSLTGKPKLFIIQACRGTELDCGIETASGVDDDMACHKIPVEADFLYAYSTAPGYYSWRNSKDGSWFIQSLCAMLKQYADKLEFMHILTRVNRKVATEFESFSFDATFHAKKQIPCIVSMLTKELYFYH
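Assay system: Procaspase-3 D3A mutant, all three cleavage aspartates alanine. Buffer or medium: Zinc-free HEPES saline buffer with Triton X-100. Times: 1 h compound preincubation, 2 h substrate hydrolysis at 25 °C. Measured by: 405 nm absorbance of p-nitroaniline, reads at 0 and 120 min. Read-out basis: percent activation relative to control range. Replicates: singlicate.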
TPT1 inh: Candida albicans TPT1 enzyme inhibitors, primary screen, biochemical, fluorescence polarization; recombinant caTPT1, FP RNA substrate dephosphorylation; AID 1962, 2009; inhibition, % at 5 µM; actives 0.81% (n = 300,000);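 active = inhibition above the mean of all tested compounds plus 3 SD, set per screening campaign, cut at about 24% in these data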;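 also: plate controls were DMSO alone for no effect and ferristatin control at 100 nM for full effect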
Starred values were filed as active, the others as inactive; x = no result given.

SMILES	PAFAH2 FP inh	core dimer inh	PP1 counter	proCasp7 act	Fh CTSL1 inh	PP5 primary	AHR activator	procasp3 activ	TPT1 inh
COc1cccc2c(=O)c3cccc(N)c3[nH]c12	10	23	20*	-13	-1	1.1	80*	-26	0
COc1ccc(C(O)P(=O)(O)CCc2ccccc2)cc1 (configuration not stated)	-6	1	-1	-4	2	-0.9	-1	1	-5
Cc1ccc(SCC(=O)N2c3ccccc3Sc3ccccc32)cc1	1	12	2	-2	0	1.3	-1	0	1
O=C(OCc1nnc(-c2ccc([N+](=O)[O-])cc2)o1)C1CC(=O)N(CCc2ccccc2)C1 (configuration not stated)	-2	x	3	2	x	2.1	4	5	x
COc1ccc(-c2cc(=O)oc3cc(OC(C)C(=O)O)ccc23)cc1 (configuration not stated)	-8	2	-3	-8	3	-0.8	3	0	1
CC(=O)Nc1ccc(NC(=O)COc2cc(O)c3c(c2)OC(C)(C)CC3=O)cc1	2	-6	-6	4	-2	4.6	0	3	1
COc1ccc(Br)cc1/C=C(\C(=O)O)c1ccc(S(=O)(=O)N2CCCC2)s1	5	x	x	1	x	x	3	1	x
NC(=O)c1cc2ccccc2o/c1=N\NC(=O)c1ccc(F)cc1	-4	-5	1	-2	0	-1.3	23	-2	-6
CCOc1ccc(CCNC(=O)C(CCC(N)=O)NC(=O)OCc2ccccc2)cc1OCC (configuration not stated)	-4	1	0	7	-2	0.3	1	8	1
N#CCCn1c(O)c(N=NC(=O)CNC(=O)c2cccs2)c2ccccc21	1	-6	1	13	6	-0.8	2	-3	-4
COc1ccc(CN(C)C(=S)Nc2ccc(Cl)cc2Cl)cc1	4	-2	-1	-5	3	-2.4	2	3	-3
CC(=O)NCc1cn2c(C)csc2n1	2	-13	-2	9	3	1.8	3	11	-1

Single records, as listed above:
Profile of O=C(OCc1nnc(-c2ccc([N+](=O)[O-])cc2)o1)C1CC(=O)N(CCc2ccccc2)C1 (configuration not stated) → PAFAH2 FP inh: -2; core dimer inh: x; PP1 counter: 3; proCasp7 act: 2; Fh CTSL1 inh: x; PP5 primary: 2.1; AHR activator: 4; procasp3 activ: 5; TPT1 inh: x
Profile of CC(=O)NCc1cn2c(C)csc2n1 → PAFAH2 FP inh: 2; core dimer inh: -13; PP1 counter: -2; proCasp7 act: 9; Fh CTSL1 inh: 3; PP5 primary: 1.8; AHR activator: 3; procasp3 activ: 11; TPT1 inh: -1

Remaining list, next part
SMILES	PAFAH2 FP inh	core dimer inh	PP1 counter	proCasp7 act	Fh CTSL1 inh	PP5 primary	AHR activator	procasp3 activ	TPT1 inh
COc1cccc(-c2nc(CS(=O)CC(=O)NCCCOC(C)C)c(C)o2)c1 (configuration not stated)	0	0	0	10	1	-2.0	2	-8	1
Cc1c(NS(=O)(=O)c2cccc(C(=O)N3CCC(C)CC3)c2)c(=O)n(-c2ccccc2)n1C	5	x	x	5	x	x	-1	-2	x
CC(Oc1ccc(Br)cc1)C(=O)NCC(c1ccco1)N1CCCCC1 (configuration not stated)	-3	-1	-2	14	7	-0.7	-1	-7	4
CCCNC(=O)c1ccc(COc2ccc(CCC)cc2OC)o1	-3	-3	2	-5	-2	2.7	80*	-2	15
S=C1NC(c2ccccc2)=NCN1c1ccc(Br)cc1	1	4	8	-3	-1	5.5	2	2	-1
COc1ccc(/C=C(\C)C(=O)c2c(C)cc(C)[nH]c2=O)cc1	-1	-8	0	-2	8	1.3	-1	-6	-3
Cc1ccc(S(=O)(=O)N2CCN(C(=O)COC(=O)c3ccc(Cl)nc3)CC2)c(C)c1	0	x	-5	3	x	-0.4	0	7	x
O=C(CSc1nc2ccccc2o1)Nc1ccc(Cl)cc1	-9	0	0	4	-1	0.8	2	-11	-2
COc1ccc(-n2nc(C(=O)N(C)C3CCCCC3)c3ccccc3c2=O)c(OC)c1	4	-6	4	1	-4	1.7	-1	-1	-5
O=C(NNC(=O)c1ccccc1[N+](=O)[O-])Nc1ccccc1C(F)(F)F	2	-5	-3	5	3	-1.2	3	5	-2
Cc1cc(C(=O)NP(=O)(N2CCOCC2)N2CCOCC2)c(C)n1-c1ccc(Br)cc1	4	-5	-3	12	-2	1.8	3	8	0
Cc1cc(C)n(-c2c(F)c(F)c(CN3CCOCC3)c(F)c2F)n1	-5	-5	-6	8	-2	-2.2	-1	11	-2
Nc1nncn1C(=O)c1ccccc1Cl	2	0	-1	1	0	-0.3	-1	1	-2
C=C(C)CSc1nc2nc(C)cc(C)n2n1	2	-12	0	-7	3	3.1	1	3	-7
CC1CN(CCOCCSc2ccccc2)CC(C)O1 (configuration not stated)	0	3	5	2	-1	-1.0	4	-4	-1
O=C(c1ccc(CN2CCOCC2)cc1)N1CCN(Cc2ccccc2)CC1	-5	-1	-4	7	-1	-0.9	0	-9	2
C#CCNc1cc(-c2ccccc2)nc2ncnn12	-31	-4	2	-2	-7	-1.7	30	9	1
C/C(=N\NC(=O)COc1ccc([N+](=O)[O-])cc1)c1ccco1	8	x	0	3	x	-0.2	4	7	x
COc1c([N+](=O)[O-])c(=O)oc2ccccc12	-4	-7	-2	1	3	-0.8	-1	3	-1
COc1ccc2c(-c3ccccc3)cc(=S)[nH]c2c1	-1	9	-1	-5	4	3.8	17	-11	1
O=C(O)C1C2CCC(C2)C1C(=O)NCCc1cccc(Cl)c1 (configuration not stated)	-1	-1	-3	-5	-4	-0.2	3	6	1
COc1ccc(-n2c(=O)[nH]cc(C(=O)Nc3ccc4c(c3)OCCO4)c2=O)cc1OC	-7	1	-2	3	-3	2.1	3	1	-3
CCOC(=O)c1c(C)[nH]c(C(=O)COC(=O)CNS(=O)(=O)c2ccc(C)cc2)c1C	-4	x	-2	6	x	0.3	1	4	x
O=C(N/N=C/c1cccc([N+](=O)[O-])c1)C1COc2ccccc2O1 (configuration not stated)	-7	-6	-1	7	1	1.4	2	-7	0
Fc1nc(N2CCCC2)c(F)c(Oc2ccccc2Oc2c(F)c(F)nc(N3CCCC3)c2F)c1F	-4	-4	-3	5	5	1.2	6	-2	2
CCN(CC)c1ccc(CNc2nc3ccccc3n2CCN2CCOCC2)cc1	4	-6	-1	-4	-1	-0.2	2	1	2
COc1cc(C(C)=O)ccc1OCc1cc(C(=O)N2CCSCC2)no1	-1	-1	1	0	3	3.6	-2	4	0
COc1ccc([N+](=O)[O-])c(OC)c1C(=O)NC(=O)Nc1nc(C)cc(C)n1	9	-9	1	15	-4	-0.6	4	6	1
CN1CCN(CCCn2cnc3c(=O)oc4ccccc4c32)CC1	0	-2	-2	10	-3	1.7	-1	1	4
CC(NC(=O)NC1CCCCC1)C(c1cccs1)N1CCN(C)CC1 (configuration not stated)	5	-6	-4	3	0	-0.4	2	6	-4
Cc1ccc2nc(SCC(=O)Nc3nonc3N)[nH]c2c1	3	-3	1	14	-1	-0.7	14	2	-2
CC#CCc1cc2ccccc2c(=O)o1	2	3	-6	2	-2	2.5	2	6	0
Oc1ccccc1-c1cc(-c2ccccc2)n[nH]1	-6	x	x	12	x	x	98*	4	x
Cc1cccc(NCc2ccc([N+](=O)[O-])s2)c1	12	7	3	3	-1	2.4	2	-9	3
O=C(Nc1nccs1)C1CC(=O)N(Cc2ccco2)C1 (configuration not stated)	3	0	-2	5	-3	-2.7	-2	-10	-2
CCCN(CC(=O)c1cc(C)n(C)c1C)S(=O)(=O)c1cccc(C(F)(F)F)c1	-3	-1	0	-5	0	6.4	2	4	3

An excerpt from above, limited to procasp3 activ.
| SMILES | procasp3 activ |
| --- | --- |
| COc1cc(C(C)=O)ccc1OCc1cc(C(=O)N2CCSCC2)no1 | 4 |
| CN1CCN(CCCn2cnc3c(=O)oc4ccccc4c32)CC1 | 1 |
| O=C(Nc1nccs1)C1CC(=O)N(Cc2ccco2)C1 (configuration not stated) | -10 |

The results go on:
SMILES	PAFAH2 FP inh	core dimer inh	PP1 counter	proCasp7 act	Fh CTSL1 inh	PP5 primary	AHR activator	procasp3 activ	TPT1 inh
COc1ccc(OCCSc2nnc(CCNC(=O)c3ccc(Cl)c(Cl)c3)n2C)cc1	0	4	0	6	2	0.0	0	6	-4
N#Cc1c(C(F)(F)F)cc(-c2ccccc2)nc1SCC(=O)Nc1sc2c(c1C#N)CCC2	1	19	1	18	6	-1.8	12	1	9
CCCC(=O)Nc1ccc(NC(=O)CCc2ccccc2)cn1	-2	0	-2	1	0	-1.2	2	-1	-4
CCn1c(=O)cc(OCC(=O)NCCC(C)C)c2ccccc21	6	2	-3	0	-5	2.0	5	-1	-1
COc1ccc(N(CC(=O)N2CCN(C)CC2)S(C)(=O)=O)cc1OC	10	1	-1	-1	1	-0.9	-1	4	-2
Cc1ccc(S(=O)(=O)N2CCCCC2)cc1NC(=O)C1CC(=O)N(Cc2ccco2)C1 (configuration not stated)	2	x	0	0	x	5.0	0	0	x
CCC(=O)c1cc2c(C)cc(=O)oc2c(C)c1OC(C)=O	-4	8	-4	2	1	0.9	5	3	1
CN(C)C(=O)c1cc(Br)ccc1Cl	-14	-7	6	10	1	1.3	3	10	0
COC(=O)c1c(NC(=O)COC(=O)Cn2cnc3ccccc32)sc(C)c1C	9	1	-2	1	2	-0.5	2	-4	0
CCN(CC)S(=O)(=O)c1cccc(NC(=O)COc2ccc(Cl)cc2Br)c1	-2	9	-1	13	-4	2.9	1	0	-1
Cc1ccccc1NC(=S)N1CCOCC1	-3	0	-3	9	-1	-0.4	-2	-1	1
COc1ccc(N/C(=C2\CCCC2=O)C2CCCCC2)cc1	-2	11	0	-2	3	0.1	-1	3	-3
Cc1ccc(NC(=O)Cn2c(=O)c3cccn3c3ccccc32)c(Cl)c1	-5	-1	2	1	1	-1.1	3	4	0
O=C(O)c1ccc(N2C(=O)CSC2=S)cc1	1	-3	4	-26	-3	-1.2	-3	-7	-3
Cc1ccccc1NC(=O)/C(C#N)=C/c1ccc(-c2ccc(Cl)c(C(=O)O)c2)o1	11	-15	9	-10	11	-6.3	11	3	7
O=C(CCc1nnc2ccc(NCc3ccco3)nn12)Nc1cc(F)ccc1F	3	8	0	-24	-2	1.3	3	-4	2
CCCCn1cnc2c(=S)nc(N)[nH]c21	-6	-5	-3	-39	-3	-0.6	-1	-21	2
Cc1cc(S(=O)(=O)NC(C)c2nnc3ccccn23)ccc1Br (configuration not stated)	7	x	x	5	x	x	-2	2	x
COC(=O)c1cccc(NC(=O)CC2C(=O)NCCN2C(=O)Nc2cc(C)cc(C)c2)c1 (configuration not stated)	3	-3	-2	-6	4	2.4	0	-3	1
O=C(c1ccccc1NS(=O)(=O)c1ccc(F)cc1)N1CCOCC1	3	-4	-2	1	1	3.8	0	10	-1
